N370S GC mod – inhibitors or activators of N370S glucocerebrosidase for Gaucher disease. P04062. N370S GC spleen homogenate, 4MU-glucoside fluorescence. Potency, µM (highest dose often 59.4 µM), inactives show at the top dose activity change, negative = inhibition, actives largely listed as inhibitors. hit rate 0.092% among 330,000;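 further: 0% = full enzyme activity and -100% = no enzyme basal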
KAT2A inh – blocks human GCN5L2 histone acetyltransferase; Q92830; GCN5L2 HAT assay, ThioGlo1 CoA-SH fluorescence; Potency, µM (titrated, usually from 58.9 µM), inactives show top-dose activity change, negative = inhibition, hits mostly inhibitors; hit rate 0.21% among 390,000; AID 504327
Target sequence (Q92830 whole entry, looked up): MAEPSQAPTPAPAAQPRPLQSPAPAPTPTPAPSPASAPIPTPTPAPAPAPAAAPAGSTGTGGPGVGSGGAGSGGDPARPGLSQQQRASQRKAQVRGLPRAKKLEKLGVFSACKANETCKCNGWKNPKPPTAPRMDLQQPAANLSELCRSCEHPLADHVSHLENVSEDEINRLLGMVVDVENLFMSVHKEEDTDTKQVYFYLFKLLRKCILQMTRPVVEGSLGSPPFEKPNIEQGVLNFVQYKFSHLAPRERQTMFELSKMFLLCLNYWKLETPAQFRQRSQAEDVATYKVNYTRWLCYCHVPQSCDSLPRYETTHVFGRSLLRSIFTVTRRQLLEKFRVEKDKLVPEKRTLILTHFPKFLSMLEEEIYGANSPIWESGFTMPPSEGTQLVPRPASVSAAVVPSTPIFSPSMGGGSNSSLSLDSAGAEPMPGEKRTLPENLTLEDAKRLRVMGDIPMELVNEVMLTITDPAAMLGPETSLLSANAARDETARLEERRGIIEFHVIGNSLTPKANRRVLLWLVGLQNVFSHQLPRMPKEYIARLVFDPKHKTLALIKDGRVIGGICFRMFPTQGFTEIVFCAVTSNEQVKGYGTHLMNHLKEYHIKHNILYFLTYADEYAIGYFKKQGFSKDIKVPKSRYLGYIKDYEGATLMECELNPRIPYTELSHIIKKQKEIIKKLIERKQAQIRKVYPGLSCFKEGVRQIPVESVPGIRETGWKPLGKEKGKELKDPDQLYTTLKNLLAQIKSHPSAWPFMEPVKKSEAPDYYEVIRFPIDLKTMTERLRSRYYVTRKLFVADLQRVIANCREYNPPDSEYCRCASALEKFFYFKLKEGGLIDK
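Free CoA generated was detected with ThioGlo1 (50uM) fluorescence at Ex340nm/Em540nm, read immediately and after 20 min at room temperature. Enzyme, 20 nM in HEPES pH 7.5 buffer, saw compounds 15 min before adding 75uM H3(1-25) peptide and 70uM acetyl-CoA.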
FEN1 inhibitor – human FEN1 inhibition. P39748. Recombinant FEN1 flap cleavage, fluorescence, 15 min. Potency, µM (doses to about 114 µM), for inactives: at the top dose activity change, negative = inhibition, usual class: inhibitors. hit rate 0.35% among 390,000. AID 588795; further: nearly all actives have a fitted effect of over 65% in size
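In this screen, 50 nM flap DNA substrate was added to 10 nM FEN1 pretreated with compound for 15 min at room temperature; cleavage was followed with reads at 0 and 15 min, and Hill fitting gave concentration–response parameters.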
Starred values were filed as active, the others as inactive; ? = inconclusive; . = no result given; & = joins results of further samples; [ ] = another dose, or the depositor's remark. The call rests on the fitted dose curve; in most records, active means well fitted curve in the direction sought with a large enough effect; inconclusive means small, poorly fitted or top-dose-only effect, or another doubt; inactive means no such curve, though single readings can be large; an effect the other way counts as inactive or inconclusive. Unless noted, on the % scale 0 is the no-effect control and ±100 the full control effect; potency means the concentration at half of the fitted maximal effect. These rows are one share of the data. The share of hits here may be higher or lower than overall.

Values run as follows: N370S GC mod	KAT2A inh	FEN1 inhibitor
NC(N)=NC(=O)Cc1c(Cl)cccc1Cl
  -1%	-9%	-1%
CNc1c2c(nn1C)CCCC2
  -5%&-4%	1%&-2%&-6%	6%&12%
Cc1cc(C)cc(OCC2CNC(=O)O2)c1 (stereo not given)
  13%	-1%	.
COc1ccc2nc(NC(=O)Nc3ccccc3)sc2c1
  7%	-8%&-1%	-21%
COc1ccc2ccc(=O)oc2c1
  -5%&-10%	-17%&-8%	20%
Cc1ccnc(NC(c2cccc(O)c2)c2ccc3ccc(C)nc3c2O)c1 (stereo not given)
  .	-10%	-18%
Cc1cccc(NC(c2ccccc2F)c2ccc3ccc(C)nc3c2O)n1 (stereo not given)
  .	0%	18%
C=C1c2cccc(O)c2C(O)=C2C(=O)[C@]3(O)C(O)=C(C(N)=O)C(=O)[C@@H](N(C)C)[C@@H]3[C@@H](O)[C@H]12
  -4%	-12%	?
COc1ccccc1OCCNCC(O)COc1cccc2[nH]c3ccccc3c12 (stereo not given)
  -15%&-5%&-12%&-27%	-1%&0%&8%&-3%&-3%	.
CCCCC(=O)O[C@]1(C(=O)CO)[C@H](C)C[C@H]2[C@@H]3CCC4=CC(=O)C=C[C@]4(C)[C@@]3(F)[C@@H](O)C[C@@]21C
  -21%	-13%	.

2 of the compounds above, as a markdown table:
| canonical_smiles | N370S GC mod | KAT2A inh | FEN1 inhibitor |
| --- | --- | --- | --- |
| COc1ccc2nc(NC(=O)Nc3ccccc3)sc2c1 | 7% | -8%&-1% | -21% |
| Cc1ccnc(NC(c2cccc(O)c2)c2ccc3ccc(C)nc3c2O)c1 (stereo not given) | . | -10% | -18% |

Later entries:
Values run as follows: N370S GC mod	KAT2A inh	FEN1 inhibitor
COc1c(O)cc2c(c1O)[C@@H]1O[C@H](CO)[C@@H](O)[C@H](O)C1OC2=O (stereo not given in full)
  -8%	-3%	6%
CC(=O)Nc1ccccc1
  6%&0%	-3%&13%&-18%	-3%
Cc1ccc(Nc2nc3ccccc3c3nnc(C)n23)c(C)c1
  .	1%	1%
O=C(O)CNC(=O)c1ccccc1
  3%&-8%	-2%&1%	17%
O=P(O)(O)OC(CO)CO
  1%	-6%	.
Nc1ncnc2nc[nH]c12
  0%&4%&-1%	-4%&3%&-2%	-2%&-17%&13%
CCC(Sc1nc2ccccc2c2nc(CCn3cncc3C)nn12)C(=O)Nc1cccc(OC)c1 (stereo not given)
  .	1%	-15%
O=C(Nc1ccc(C(=O)O)c(O)c1)c1ccccc1
  3%	2%&2%	-4%
CC(=O)O[C@H]1Cc2ccccc2N(C(N)=O)c2ccccc21
  -2%	-3%&7%	.
NCCNC(=O)c1ccc(Cl)cn1
  -1%	1%	.

The listing continues.
Values run as follows: N370S GC mod	KAT2A inh	FEN1 inhibitor
COc1ccc(CN2CCN(C(c3ccc(F)cc3)c3ccc(F)cc3)CC2)c(OC)c1OC
  .	3%	-6%
CC[C@@]1(O)CC2CN(CCc3c([nH]c4ccccc34)[C@](C(=O)OC)(c3cc4c(cc3OC)N(C)C3[C@@](O)(C(=O)OC)C(OC(C)=O)[C@]5(CC)C=CCN6CC[C@@]43C65)C2)C1 (stereo not given in full)
  -5%	-5%	.
CC(=O)O[C@@]12CO[C@@H]1C[C@H](O)[C@@]1(C)C(=O)[C@H](O)C3=C(C)[C@@H](OC(=O)C(O)[C@@H](NC(=O)OC(C)(C)C)c4ccccc4)C[C@@](O)([C@@H](OC(=O)c4ccccc4)[C@H]21)C3(C)C (stereo not given in full)
  .	-9%	3%
COc1ccc(-c2cc(=O)c3c(O)c(OC)c(OC)c(OC)c3o2)cc1OC
  0%	2%	.
Cc1cccc2nc(-c3ccccn3)c(Nc3ccccc3)n12
  .	-5%	-12%
O=c1ccn([C@H]2C[C@H](O)[C@@H](CO)O2)c(=O)[nH]1
  -4%	24%[0.501 µM]	0%
C#C[C@@]1(O)CCC2C3CCC4=CC(=O)CCC4C3CC[C@@]21CC (stereo not given in full)
  -4%	13%	.
CCCCCCCCCCCCCC[N+](C)(C)Cc1ccccc1
  .	-3%	-11%
Cn1c(=O)c2c(ncn2CCO)n(C)c1=O
  -25%	-1%	-3%
COc1ccc(-c2cc(=O)c3c(OC)c(OC)c(OC)cc3o2)cc1OC
  9%	?	.

New compounds follow:
Values run as follows: N370S GC mod	KAT2A inh	FEN1 inhibitor
CCCCNC(=O)[C@@H]1Cc2ccccc2N1C(=O)[C@H](N)CC
  -3%	-7%	.
NNC(=O)CP(=O)(c1ccccc1)c1ccccc1
  -18%	-6%&-7%	0%
C[C@H]1c2cccc(O)c2C(O)=C2C(=O)[C@]3(O)C(O)=C(C(N)=O)C(=O)[C@@H](N(C)C)C3[C@@H](O)C21 (stereo not given in full)
  -16%	-5%	-21%
CCOC(=O)NNc1nncc2ccccc12
  -3%	-1%	11%
COc1ccccc1OC[C@H](O)COC(N)=O
  4%[21.6 µM]	13%[21.4 µM]	.
CN(C)CCOc1ccccc1Cc1ccccc1
  -14%	-10%	3%
Cc1cccc2c1NC(=O)/C2=C\C(=O)c1cccs1
  9%	-8%	-16%
CCC(=O)O[C@@]1(C(=O)SCF)[C@@H](C)C[C@H]2[C@@H]3C[C@@H](F)C4=CC(=O)C=C[C@@]4(C)[C@]3(F)[C@@H](O)C[C@]21C
  3%[21.6 µM]	3%[21.4 µM]	.
O=c1cc(-c2ccc(O)cc2)oc2cc(O[C@@H]3O[C@H](CO)[C@@H](O)[C@H](O)[C@H]3O[C@@H]3OC[C@](O)(CO)[C@H]3O)cc(O)c12
  9%	-14%	-13%
COc1ccc(/C=N/NC(=O)c2ccncc2)cc1OC
  -9%	-4%&-17%	-7%

The closing 3 entries of the part before come first, to join the parts:
Values run as follows: N370S GC mod	KAT2A inh	FEN1 inhibitor
CCC(=O)O[C@@]1(C(=O)SCF)[C@@H](C)C[C@H]2[C@@H]3C[C@@H](F)C4=CC(=O)C=C[C@@]4(C)[C@]3(F)[C@@H](O)C[C@]21C
  3%[21.6 µM]	3%[21.4 µM]	.
O=c1cc(-c2ccc(O)cc2)oc2cc(O[C@@H]3O[C@H](CO)[C@@H](O)[C@H](O)[C@H]3O[C@@H]3OC[C@](O)(CO)[C@H]3O)cc(O)c12
  9%	-14%	-13%
COc1ccc(/C=N/NC(=O)c2ccncc2)cc1OC
  -9%	-4%&-17%	-7%
CCOc1ccc(NC(=O)Cn2cc(C(=O)c3cccs3)c3ccccc32)cc1
  .	-1%	-19%
COc1cc([C@H]2Oc3cc([C@H]4Oc5cc(O)cc(O)c5C(=O)[C@@H]4O)ccc3O[C@@H]2CO)ccc1O
  ?	-14%&16%	-20%
Cc1ccc(NC(=O)Cn2c(=O)n(CCC(=O)N3CCc4ccccc4C3)c(=O)c3ccccc32)c(C)c1
  .	-5%	14%
C/C=C(/C)C(=O)OC1c2c(ccc3ccc(=O)oc23)OC(C)(C)C1OC(=O)/C(C)=C\C (stereo not given)
  27%	-6%	-12%
COc1ccc(CNC(=O)Nc2ccc3c(c2)N(C)C(=O)c2ccccc2S3)cc1OC
  .	-3%	14%
Nc1c2c(nc3ccccc13)CCCC2O (stereo not given)
  2%&9%&4%	0%&-1%	-13%
CC1(C)OC2CC3C4CC(F)C5=CC(=O)C=C[C@@]5(C)[C@@]4(F)C(O)C[C@@]3(C)[C@]2(C(=O)CO)O1 (stereo not given in full)
  -4%	-19%	.
CCCOC(=O)c1ccc(O)cc1
  -2%&8%&-4%	-3%&-22%	-18%
Cc1[nH]c2ccccc2c1/C=N/NC(N)=S
  -11%	-7%	3%
Cc1ccccc1C(=O)Nc1cccc(-c2nc3cccnc3s2)c1
  .	-2%	-20%

2 of these compounds, reformatted:
molecule | N370S GC mod | KAT2A inh | FEN1 inhibitor
COc1cc([C@H]2Oc3cc([C@H]4Oc5cc(O)cc(O)c5C(=O)[C@@H]4O)ccc3O[C@@H]2CO)ccc1O | ? | -14%&16% | -20%
CCCOC(=O)c1ccc(O)cc1 | -2%&8%&-4% | -3%&-22% | -18%

(further entries)
Values run as follows: N370S GC mod	KAT2A inh	FEN1 inhibitor
COc1ccc(/C=C/C(=O)O)cc1
  -1%&0%	-7%&2%&-2%	-4%
Cc1ccccc1Cc1c(C)nc2c(-c3ccccc3)c(C)[nH]n2c1=O
  .	-2%	-10%
CC1OC(OCC2OC(Oc3cc(O)c4c(c3)OC(c3ccc(O)cc3)CC4=O)C(O)C(O)C2O)C(O)C(O)C1O (stereo not given)
  -6%	-10%	.
CCCCOc1ccc(CC(=O)NO)cc1
  23%	-9%	16%&15%
CC[C@]1(O)C[C@@H]2CN(CCc3c([nH]c4ccccc34)[C@@](C(=O)OC)(c3cc4c(cc3OC)N(C)[C@H]3[C@@](O)(C(=O)OC)[C@H](OC(C)=O)[C@]5(CC)C=CCN6CC[C@]43[C@@H]65)C2)C1
  -13%	0%	-18%
CC1c2cccc(O)c2C(O)=C2C(=O)[C@]3(O)C(O)=C(C(N)=O)C(=O)C(N(C)C)C3C(O)C21 (stereo not given in full)
  -2%	1%	.
